Assay outcomes from PubChem BioAssay.
LDHA inh – inhibitors of human lactate dehydrogenase A; P00338; purified LDHA, NADH/diaphorase-resazurin fluorescence; stronger effect = lower value; activity change, % (values are at about 110 or 230 µM); actives 0.15% (n = 480,000); AID 1347041; in the data active means activity change below about -30%; inconclusive means mostly about -25% to -30%;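 further: plate controls were DMSO wells for no effect and wells without enzyme for full effect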
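Enzyme activity of human lactate dehydrogenase 5 (2 nM; 0.06 mM NADH, 0.2 mM pyruvate, 5 min, RT) is measured via a resazurin/diaphorase fluorescence readout of residual NADH.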
RXFP1 agonist – activates the human relaxin receptor RXFP1; HEK293T-RXFP1 cAMP TR-FRET, 30 min; response scale: percent of porcine relaxin response, buffer zero; Potency, µM (doses to about 57.5 µM), for inactives: at the top dose activation, actives largely listed as activators; actives 0.3% (n = 370,000); AID 2676; further: potency means the concentration at half of the fitted maximal effect; on the % scale 0 is the no-effect control and ±100 the full control effect; nearly all actives have a fitted effect of over 60% in size; many of its hits are not listed in these tables
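Agonist response is measured as cAMP accumulation in an RXFP1-transfected HEK293T line under PDE4 inhibition. Values are scaled between buffer-only and 29 nM porcine relaxin, and EC50s come from standard Hill equation fits.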
USP1-UAF1 inh – USP1/UAF1 (human) deubiquitinase inhibition. actives 0.23% (n = 390,000). O94782. AID 743255. Potency, µM (highest dose often 57.1 µM), for inactives: at the highest dose activity change, negative = inhibition, actives largely listed as inhibitors. recombinant USP1/UAF1, Ub-Rhodamine cleavage fluorescence; further: potency means the concentration at half of the fitted maximal effect; on the % scale 0 is the no-effect control and ±100 the full control effect; nearly all actives have a fitted effect of over 60% in size; inactives centre near -12
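In this screen, compounds sit with the deubiquitinase complex (1nM) for 15 min at room temperature before Ub-Rho is added at 150nM final. Fluorescence rise is then followed for 6 reads every 60 seconds.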
PI4K2A block – inhibitors of human PI4K2A. activity change, negative = inhibition, % at 76.9 µM. purified PI4K2A, ADP-Glo luminescence, 1 h; stronger effect = lower value. actives 0.13% (n = 420,000). Q9BTU6; in the data active means activity change below about -50%; inconclusive means mostly about -30% to -49%;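 further: -100% = wells without enzyme as full effect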
Target sequence (Q9BTU6 whole entry, looked up): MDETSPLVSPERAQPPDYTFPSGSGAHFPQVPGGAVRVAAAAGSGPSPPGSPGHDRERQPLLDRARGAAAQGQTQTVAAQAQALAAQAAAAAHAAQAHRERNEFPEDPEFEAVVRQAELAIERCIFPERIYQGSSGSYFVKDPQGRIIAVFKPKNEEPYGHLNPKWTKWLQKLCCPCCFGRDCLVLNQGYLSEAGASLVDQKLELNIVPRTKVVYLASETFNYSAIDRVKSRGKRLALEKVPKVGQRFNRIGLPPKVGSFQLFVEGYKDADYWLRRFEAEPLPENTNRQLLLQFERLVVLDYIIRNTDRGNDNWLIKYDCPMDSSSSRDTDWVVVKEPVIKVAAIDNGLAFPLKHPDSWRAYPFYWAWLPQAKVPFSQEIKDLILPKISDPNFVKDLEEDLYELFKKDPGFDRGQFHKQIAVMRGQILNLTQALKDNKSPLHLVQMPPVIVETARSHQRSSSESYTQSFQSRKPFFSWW
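ADP-Glo luminescence measured ADP generated by PI4K2A enzyme (4 ug/mL before mixing) with 1.2 mM PI substrate (pre-mix) and 300 microM ATP (pre-mix). Tris pH7.5 buffer with MgCl2, Triton X-100; 1 h reaction at ambient temperature.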
IDH1 R132H inh – human IDH1 R132H inhibition; O75874; IDH1-R132H enzyme, NADPH consumption, diaphorase/resazurin fluorescence; Potency, µM (titrated, usually from 76.6 µM), for inactives: at the highest dose activity change, negative = inhibition, usual class: inhibitors; actives 0.093% (n = 390,000); further: potency means the concentration at half of the fitted maximal effect; on the % scale 0 is the no-effect control and ±100 the full control effect; nearly all actives have a fitted effect of over 65% in size
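IDH1-R132H (0.5 ug/mL dispensed) in pH 7.5 Tris buffer was preincubated 30 min with compound, then given a substrate mix of 0.016 mM NADPH and 2 mM alpha-KG for 80 min at room temperature; remaining NADPH was read by diaphorase/resazurin fluorescence.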
Vif-APOBEC3G blk – blocks the Vif interaction with human APOBEC3G; AID 602310; Potency, µM (series often up to 46.1 µM), without a hit: top-dose activity, negative = active, usual class: inhibitors; Q9HC16; HeLa A3G-eYFP + Vif (tagged APOBEC3G with the HIV-1 protein that degrades it), YFP fluorescence, overnight; actives 0.076% (n = 410,000);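 further: potency means the concentration at half of the fitted maximal effect; on the % scale 0 is the no-effect control and ±100 the full control effect; nearly all actives have a fitted effect of over 60% in size; hits raise eYFP signal because A3G escapes Vif-driven loss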
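Read-out is eYFP fluorescence (Ex 488/Em 500-530) from Vif-expressing HeLa A3G-eYFP cells; more signal means A3G escaped Vif-mediated degradation. Cells plated overnight, compound pinned in, incubated overnight at 37 deg C.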
GRP78 ERSR act – ER stress response induction in glioma. actives 0.02% (n = 420,000). U87-MG GRP78 promoter luciferase reporter, 16 h. Potency, µM, inactives show at the highest dose activation, most hits filed as activators. AID 602332; further: potency means the concentration at half of the fitted maximal effect; series mostly up to about 76 µM; % of control where 0% means no effect; nearly all actives have a fitted effect of over 35% in size
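Stably transfected U87-MG glioma cells carrying a GRP78-based luciferase sensor; 16 h compound incubation. Luminescence end-point read 10 min after Bright-Glo addition at room temperature.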
Vif-A3F inh – inhibitors of Vif-A3F interaction; HeLa A3F-eYFP + Vif (tagged APOBEC3F with the HIV-1 protein that degrades it), YFP fluorescence increase; Potency, µM (top dose mostly 46.1 µM), inactives show at the highest dose activity, negative = active; actives 0.2% (n = 390,000); AID 602313; further: potency means the concentration at half of the fitted maximal effect; % of control where 0% means no effect; nearly all actives have a fitted effect of over 65% in size
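HeLa cells stably expressing Vif plus C-terminally eYFP-tagged A3F were seeded, incubated overnight at 37 deg C, dosed with compound, incubated overnight again at 37 deg C. Yellow fluorescence (Ex 488/Em 500-530) reported blocked Vif-mediated A3F-eYFP degradation.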
TrxR1 substrate – rat thioredoxin reductase 1 substrate activity; actives 0.01% (n = 390,000); purified TrxR1 substrate turnover, NADPH consumption readout; O89049; Potency, µM (highest dose often 114 µM), for inactives: top-dose activity change, negative = substrate turnover; AID 588456; further: potency means the concentration at half of the fitted maximal effect; on the % scale 0 is the no-effect control and ±100 the full control effect; nearly all actives have a fitted effect of over 50% in size
Target sequence (O89049 whole entry, looked up): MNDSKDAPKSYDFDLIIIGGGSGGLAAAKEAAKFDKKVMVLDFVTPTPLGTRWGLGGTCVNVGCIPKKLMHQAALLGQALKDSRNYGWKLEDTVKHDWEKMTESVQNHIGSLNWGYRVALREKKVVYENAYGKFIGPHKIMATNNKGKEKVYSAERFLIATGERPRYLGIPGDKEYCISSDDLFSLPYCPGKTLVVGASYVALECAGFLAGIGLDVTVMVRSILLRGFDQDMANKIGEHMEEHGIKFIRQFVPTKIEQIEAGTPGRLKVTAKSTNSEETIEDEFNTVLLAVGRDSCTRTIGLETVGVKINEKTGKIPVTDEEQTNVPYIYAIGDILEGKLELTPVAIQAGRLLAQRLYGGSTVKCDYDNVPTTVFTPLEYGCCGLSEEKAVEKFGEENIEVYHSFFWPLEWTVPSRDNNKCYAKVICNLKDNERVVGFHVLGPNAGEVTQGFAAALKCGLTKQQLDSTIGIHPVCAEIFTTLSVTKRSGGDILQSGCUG
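Rat TrxR1, dispensed at 90 nM, was prereduced with 400 uM NADPH (final) for 5 min at ~22 deg C, then incubated with compound 15 min before 400 uM selenite. A first-read NADPH fluorescence drop versus no-compound background flagged substrates.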
Starred values were filed as active, the others as inactive; ? = inconclusive; . = not tested or not shown; [ ] = dose if it differs, or a comment. Unless noted, the call rests on the fitted dose curve; in most records, active means well fitted curve in the direction sought with a large enough effect; inconclusive means small, poorly fitted or top-dose-only effect, or another doubt; inactive means no such curve, though single readings can be large; an effect the other way counts as inactive or inconclusive. Only part of the results is shown; count on the stated rates, not on these rows.

Value order – LDHA inh, IDH1 R132H inh, USP1-UAF1 inh, GRP78 ERSR act, Vif-A3F inh, PI4K2A block, RXFP1 agonist, Vif-APOBEC3G blk, TrxR1 substrate
CCC1CCCCN1C(=O)CSc1nc(N)c(NC(=O)c2ccc(OC)c(OC)c2)c(=O)[nH]1 (configuration not stated)
    2, -2%, -20%, -4%, 1%, 0, -0.7%, 1%, 1%[57.1 µM]
S=C(NCc1ccccc1)N1CCCCC1
    1, -10%, -8%, 0%, -6%, -9, 1.1%, 0%, 4%
CSc1ncccc1C(=O)NCc1ccccc1Cl
    -2, 5%, -17%, -2%, 10%, -3, 7.0%, 0%, 1%
c1coc(-c2nnc(SCc3cn4ccccc4n3)o2)c1
    -7, 2%, -5%, 6%, -16%, -1, 1.4%, 1%, -2%
COc1cc(OC)cc(C(=O)N/N=C/c2ccc(OC)c(COc3ccc4ccccc4c3)c2)c1
    3, 3%, -24%, -4%, -6%, -10, 0.4%, ?, 7%
CCOC(=O)c1c(NC(=O)c2cc(C)oc2C)sc(C(=O)Nc2ccc(Cl)cc2)c1C
    0, 1%, -2%, 2%, -5%, -8, 1.4%, -1%, -4%
O=C(O)c1ccc(S(=O)(=O)NCc2ccc3c(c2)OCO3)cc1
    -4, -8%, -13%, -1%, 1%, 0, -4.7%, 1%, 0%
COc1ccc(CC(=O)NCC(C)(C)N2CCOCC2)cc1
    -5, 6%, -12%, -1%, 12%, 1, 2.6%, 0%, 7%[57.1 µM]
CCCCNC(=O)c1nc(C2CCN(S(=O)(=O)c3c(F)cccc3F)CC2)oc1-c1cccc(C(F)(F)F)c1
    -2, ., ., -4%, ., -2, ., -3%, .
C=CCC1(C(=O)NCCO)CCN(C(=O)OC(C)(C)C)CC1
    -15, -19%, -6%, -5%, -2%, 1, 0.1%, 5%, 9%[57.1 µM]
Cc1sc(NC(=O)c2cc(-c3ccccc3)nc3ccccc23)c(C(N)=O)c1C
    0, 2%, -19%, -2%, -25%, -1, 2.5%, -5%, -12%
CC(=O)OC1CCC2C3CCC4=C(CC(F)C(=O)C4)C3CCC12C (configuration not stated)
    0, 2%, -15%, -1%, ?, 0, ., -22%, -10%
CCN(CC(=O)Nc1ccccc1C(F)(F)F)C(=O)c1ccc2c(=O)n3c(nc2c1)CCC3
    -2, -13%, -17%, -3%, 1%, 1, -0.3%, 3%, 7%
CCN(C(=O)c1cc2c(s1)-c1ccccc1OC2)c1cc(Cl)ccc1OC
    1, 12%, -19%, -5%, -6%, -1, 0.5%, 0%, 23%
COc1ccc(N2CCN(C3CCCN(C(=O)c4cccc(C)n4)C3)CC2)cc1 (configuration not stated)
    0, 8%, -15%, -3%, 4%, 2, 1.0%, 2%, 4%
CC1=C([N+](=O)[O-])C(c2ccc3c(c2)OCO3)N(C)C(=O)N1C (configuration not stated)
    1, -3%, -21%, -3%, 0%, 3, 1.8%, -2%, -4%
NC(=O)COC(=O)C(Cc1ccccc1)NS(=O)(=O)c1ccccc1F (configuration not stated)
    -8, -5%, -4%, -2%, -13%, -2, -0.7%, 1%, 11%[57.1 µM]
N=c1n(CCO)c2ccccc2n1CCOc1ccc(F)cc1
    -1, -15%, -11%, -4%, -8%, -1, 6.2%, -3%, 5%
COc1c(C)cc(S(=O)(=O)NC2CC(C)(C)NC(C)(C)C2)c(C)c1C
    -1, 2%, -4%, -1%, 5%, 7, 0.3%, 0%, -2%
O=C(COc1ccc(S(=O)(=O)Nc2ccccc2)cc1)NCc1ccccn1
    -1, 4%, -7%, -3%, -6%, 2, 1.3%, 2%, -4%
COc1cc(C(=O)Nc2ccc(C(=O)NCC3CCCO3)cc2)cc(OC)c1OC (configuration not stated)
    -3, -1%, -15%, -5%, -9%, 4, 4.1%, 11%, 3%[2.29 µM]
CCOC(=O)C1CCCCN1Cc1ccc(-c2ccccc2)cc1 (configuration not stated)
    -11, -2%, -21%, 1%, -6%, 1, 0.2%, -1%, 6%
CC(C)(C)c1cc(C(=O)N/N=C/c2ccco2)n[nH]1
    4, 6%, -15%, 1%, 2%, 0, 0.2%, -3%, -2%
Cc1[nH]n(-c2ccc(Cl)cc2)c(=O)c1/C=N/n1c(C)nc2ccccc2c1=O
    3, -1%, 8%, 5%, -7%, -15, 0.1%, 0%, -7%
Cc1onc(-c2ccccc2Cl)c1C(=O)N1CCCCCC1
    -12, 5%, -23%, -3%, -2%, 9, -2.1%, 0%, 9%[57.1 µM]
COc1ccc(N2CCN(CCCNC(=O)CCCn3c(=O)[nH]c4ccsc4c3=O)CC2)cc1
    -3, 2%, -11%, 2%, ., 1, -0.1%, 1%, 0%
O=C(O)c1cccc(Cn2cccn2)c1
    -5, -1%, -21%, 0%, 5%, -3, -0.8%, 2%, -1%
CC1(Oc2ccccc2)CCN(Cc2ccc(-c3ccccn3)cc2)C1 (configuration not stated)
    -2, ., ., 0%, ., -2, ., 0%, .
CN(C)C(=O)c1ccc(NC(=O)Cn2nnnc2-c2ccccc2F)cc1
    2, 0%, 0%, -3%, -11%, 2, 0.7%, 4%, 4%
CCOC(=O)c1ccc([N+](=O)[O-])cc1NC(C)=O
    7, 7%, -12%, -3%, -1%, -4, 0.6%, -1%, 7%[57.1 µM]

Nothing new here: an excerpt of the list.
Value order – LDHA inh, IDH1 R132H inh, USP1-UAF1 inh, GRP78 ERSR act, Vif-A3F inh, PI4K2A block, RXFP1 agonist, Vif-APOBEC3G blk, TrxR1 substrate
Cc1[nH]n(-c2ccc(Cl)cc2)c(=O)c1/C=N/n1c(C)nc2ccccc2c1=O
    3, -1%, 8%, 5%, -7%, -15, 0.1%, 0%, -7%
Cc1onc(-c2ccccc2Cl)c1C(=O)N1CCCCCC1
    -12, 5%, -23%, -3%, -2%, 9, -2.1%, 0%, 9%[57.1 µM]
COc1ccc(N2CCN(CCCNC(=O)CCCn3c(=O)[nH]c4ccsc4c3=O)CC2)cc1
    -3, 2%, -11%, 2%, ., 1, -0.1%, 1%, 0%
O=C(O)c1cccc(Cn2cccn2)c1
    -5, -1%, -21%, 0%, 5%, -3, -0.8%, 2%, -1%
CC1(Oc2ccccc2)CCN(Cc2ccc(-c3ccccn3)cc2)C1 (configuration not stated)
    -2, ., ., 0%, ., -2, ., 0%, .
CN(C)C(=O)c1ccc(NC(=O)Cn2nnnc2-c2ccccc2F)cc1
    2, 0%, 0%, -3%, -11%, 2, 0.7%, 4%, 4%
CCOC(=O)c1ccc([N+](=O)[O-])cc1NC(C)=O
    7, 7%, -12%, -3%, -1%, -4, 0.6%, -1%, 7%[57.1 µM]

Additional results
Value order – LDHA inh, IDH1 R132H inh, USP1-UAF1 inh, GRP78 ERSR act, Vif-A3F inh, PI4K2A block, RXFP1 agonist, Vif-APOBEC3G blk, TrxR1 substrate
CC1(C)Cc2nc(-c3ccccc3)nc(NNC(=O)c3ccco3)c2CO1
    -4, 21%, 1%, -4%, 3%, -3, 1.4%, 0%, -7%
c1ccc2c(c1)COC(CNC1CCCCC1)OC2
    -2, 1%, 3%, 4%, 5%, 1, -1.7%, 2%, -5%
OC(CNCc1cccc(Br)c1)c1ccccc1 (configuration not stated)
    -5, 0%, -25%, -8%, 0%, 3, -1.2%, -9%, -7%
CCCCN(C)S(=O)(=O)c1cc2c(cc1Br)CCN2C(=O)C1CC1
    2, 1%, -18%, -3%, -5%, 3, ., -1%, -1%
O=C(O)c1ccccc1C(c1ccccc1)c1ccccc1O (configuration not stated)
    3, 1%, 1%, -1%, 1%, 2, ., -2%, -11%
COc1ccc(N2CCN(C(=O)c3ccc(NS(=O)(=O)c4cccc(F)c4)cc3)CC2)cc1
    3, 3%, -26%, -4%, -7%, -2, 2.6%, 0%, 2%
CC(=O)N1CCc2c(sc(NC(=O)C3CCN(S(=O)(=O)c4cccs4)CC3)c2C(N)=O)C1
    -9, 5%, -6%, 0%, ?, 2, 0.9%, -7%, -2%[57.1 µM]
Clc1ccc(-c2nc3cnccn3c2Nc2ccc3c(c2)OCO3)cc1
    5, -11%, -10%, -4%, -2%, -10, 1.2%, -22%, 8%[57.1 µM]
Cn1c(=O)[nH]c(=O)c2c1nc(NCc1ccco1)n2Cc1ccccc1Cl
    -2, -6%, -7%, -3%, 1%, -2, -1.4%, 0%, -1%
O=C(CCNS(=O)(=O)c1ccccc1C(F)(F)F)N1CCN(S(=O)(=O)c2cccc(F)c2)CC1
    -4, -5%, -14%, -2%, 2%, 0, -0.1%, 0%, 5%
